Bioassay records deposited in PubChem BioAssay by National Center for Advancing Translational Sciences (NCATS).
Sm TGR inh = qHTS Assay for the Inhibitors of Schistosoma Mansoni Peroxiredoxins | hit rate 3% among 360,000 | AID 485364, 2010 | Potency, µM (series often up to 114 µM), for inactives: top-dose activity change, negative = inhibition, usual class: inhibitors | purified TGR, DTNB reduction, TNB absorbance 405 nm | Schistosoma mansoni thioredoxin glutathione reductase (TGR), Q962Y6; also: potency is read from the fitted curve at half-maximal effect; nearly all actives have a fitted effect of over 60% in size
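First, TGR (20 nM dispensed) and NADPH were mixed with compound. Second, a 15 min room-temperature incubation followed. Third, further NADPH and then DTNB were added to start the reaction. Finally, TNB absorbance was monitored kinetically.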
AMA1 RON2 block = qHTS for Inhibitors of AMA1-RON; Towards Development of Antimalarial Drug Lead: Primary Screen; AID 720542, 2013; Plasmodium falciparum AMA1 (3D7) - RON2 peptide interaction; AlphaScreen AMA1-biotinylated RON2 peptide binding; Potency, µM (titrated, usually from 58.2 µM), for the others: at the top dose activity change, negative = inhibition, hits mostly inhibitors; hit rate 0.2% among 360,000;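 also: potency is read from the fitted curve at half-maximal effect; 0% = vehicle wells and -100% = peptide control; nearly all actives have a fitted effect of over 45% in size; some results filed as inactive show a strong effect at the top dose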
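AMA1 (3D7) with his tag at 25 nM final met compounds first, then biotinylated RON2 peptide at 25 nM; detection used donor plus acceptor beads, 10 µg/mL apiece, read by AlphaScreen after 30 min at room temperature.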
AmpC inh detg = qHTS Inhibitors of AmpC Beta-Lactamase (assay with detergent); P00811; AmpC hydrolysis of nitrocefin, absorbance 480 nm, 0.01% Triton; Potency, µM (top dose mostly 114 µM), for the others: at the highest dose activity change, negative = inhibition, usual class: inhibitors; hit rate 0.041% among 370,000; AID 485294, 2010;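 also: potency is read from the fitted curve at half-maximal effect; 0% = no-compound wells and -100% = no-enzyme wells; nearly all actives have a fitted effect of over 25% in size; some results filed as inactive show a strong effect at the top dose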
Target sequence (P00811 whole entry, looked up): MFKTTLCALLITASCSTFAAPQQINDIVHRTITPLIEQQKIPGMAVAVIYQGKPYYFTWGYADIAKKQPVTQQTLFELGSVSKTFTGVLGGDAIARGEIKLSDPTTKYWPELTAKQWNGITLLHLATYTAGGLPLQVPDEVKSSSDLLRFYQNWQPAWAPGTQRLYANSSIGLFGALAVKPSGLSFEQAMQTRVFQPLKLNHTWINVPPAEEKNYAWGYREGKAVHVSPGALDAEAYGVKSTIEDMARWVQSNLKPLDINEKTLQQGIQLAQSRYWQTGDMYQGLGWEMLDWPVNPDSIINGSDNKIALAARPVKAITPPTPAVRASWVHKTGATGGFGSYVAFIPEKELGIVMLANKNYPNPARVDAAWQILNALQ
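AmpC (5.3 nM in the dispensed reagent) in 20 mM phosphate pH 7.0 with 0.01% (detergent screen) or 0.0001% Triton X-100 was preincubated with compounds for 15 min at room temperature. Nitrocefin was then added from an 800 uM solution, and hydrolysis was followed at 480 nm.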
FBPA Giardia inh = qHTS Assay for Inhibitors of Fructose-1,6-bisphosphate Aldolase from Giardia Lamblia | A8B2U2 | purified Giardia FBPA | Potency, µM (top dose mostly 59.6 µM), for the others: at the highest dose activity, negative = inhibition, usual class: inhibitors | hit rate 0.71% among 290,000 | AID 2451, 2010; also: potency is read from the fitted curve at half-maximal effect; nearly all actives have a fitted effect of over 55% in size
Target sequence (A8B2U2 whole entry, looked up): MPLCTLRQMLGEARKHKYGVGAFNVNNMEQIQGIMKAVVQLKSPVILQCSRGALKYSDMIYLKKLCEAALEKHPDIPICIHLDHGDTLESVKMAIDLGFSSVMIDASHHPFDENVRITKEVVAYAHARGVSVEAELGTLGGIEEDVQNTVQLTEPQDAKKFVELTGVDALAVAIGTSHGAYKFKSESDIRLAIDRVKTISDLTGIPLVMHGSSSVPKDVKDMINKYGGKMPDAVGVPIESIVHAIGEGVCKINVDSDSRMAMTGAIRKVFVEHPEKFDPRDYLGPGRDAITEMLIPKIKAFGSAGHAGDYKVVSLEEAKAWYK
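40 nM FBPA preincubated 10 min at RT with compound (up to 57.5 uM final), then substrate plus GAPDH/TPI/NAD/arsenate coupling and diaphorase/resazurin added. Fluorescence read after 20 min at RT, 525/598 nm.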
HCV inhibitor = qHTS Assay for Inhibitors of Hepatitis C Virus (HCV). Huh7.5.1 HCVcc-Cre infection, luciferase reporter, 44 h. Potency, µM (titrated, usually from 41.8 µM), without a hit: at the highest dose activity change, negative = inhibition, usual class: inhibitors. hit rate 3.4% among 340,000; also: potency is read from the fitted curve at half-maximal effect
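Cells seeded at 1,000/well and cultured 4 h, then compounds added followed by HCVcc-Cre virus (~0.5 moi). After 44 h further culture, luciferase substrate was added, plates held 15 min at room temperature, and luminescence read for 15 sec.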
HCMV inh = qHTS Assay for inhibitors of the human cytomegalovirus (HCMV) | HFF cells, HCMV-luciferase reporter, 72 h; hits give low values | activity change, negative = inhibition, % at 57.5 µM | hit rate 4.5% among 410,000; in the data active = activity change below about -60%; inconclusive = no clear call, values can overlap the other calls; inactive = above about -39%
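Two compound doses tested in HFFs infected with HCMV-luciferase, MOI 1 PFU/cell, 72 h at 37C. Lysate luminescence read with OneGlo; data normalized against buffer-only and 10uM Salinomycin inhibitor controls.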
Active calls of the source: *; ? = inconclusive; . = no result given; & = joins results of further samples; [ ] = remark or other dose. Unless noted, calls follow the shape of the dose curve; as a rule, active = well fitted curve in the direction sought with a large enough effect; inconclusive = small, poorly fitted or top-dose-only effect, or another doubt; inactive = no such curve, though single readings can be large; an effect the other way counts as inactive or inconclusive. Unless noted, % is scaled to controls: 0 for no effect and ±100 for the full control effect.

Below each compound: Sm TGR inh	AMA1 RON2 block	AmpC inh detg	FBPA Giardia inh	HCV inhibitor	HCMV inh
C[C@@H]1CN([C@H](C)CO)C(=O)c2cc(NC(=O)C3CCCCC3)ccc2O[C@@H]1CN(C)Cc1ccncc1
 : .	3.3%	.	.	21.5%	?
CS(=O)(=O)N1CCN(c2ccc([N+](=O)[O-])c3cccnc23)CC1
 : -0.2%	-0.1%	-4.4%	-14.0%	1.3%	11.2
CCOC(=O)c1c(N2C(=O)C3CC(C)=C(C)CC3C2=O)sc(C)c1C (stereo not given)
 : 1.5%	-5.4%	?	-3.9%	-20.2%	-1.9
CCn1c(-c2cccnc2Cl)nc2cc(C)c(C)cc21
 : .	-5.7%	1.5%	-0.2%	4.6%	-25.4
Cn1c(CNC(=O)CNC(=O)Cc2ccc(F)cc2)cc(=O)n(C)c1=O
 : 4.0%	-6.9%	?	-3.3%	13.6%	-29.4
Cc1cccc(C(=O)NC2CCN(S(=O)(=O)c3cccc(F)c3)CC2)c1
 : .	0.0%	.	.	-23.0%	-60.4*
CC(C)(C)c1ccc(N2C(=N)SCC2=O)cc1
 : 0.4%	-2.1%	0.4%	-0.9%	-8.2%	-12.8
CCc1nnc(NC(=O)CSc2nnc(C3CCCCC3)n2-c2ccccc2)s1
 : ?	-6.8%	-14.6%	0.2%	0.7%	26.6
COc1ccc2c(c1O)-c1ccccc1CCN(C)C2
 : 5.3%	10.7%	9.3%	-6.2%	15.1%	-6.7
CC(C)C[C@H]1CN=C(Nc2ccccc2)N1CC(C)C
 : -5.2%	13.8%	-8.7%	.	11.9%	-6.6
CCOc1ccccc1NC(=O)C1CCC(CNS(=O)(=O)c2ccc3c(c2)CCCC(=O)N3)CC1 (stereo not given)
 : 4.4%	.	1.1%	.	.	-4.5
COc1ccc(NC(=O)NC23CC4(C)CC(C)(CC(C)(C4)C2)C3)cc1
 : 2.6%	9.7%	-0.7%	-0.5%	10.8%	?
NS(=O)(=O)c1ccc(NC(=S)Nc2nn(Cc3ccc(Cl)cc3Cl)cc2Cl)cc1
 : -33.8%	40.8%[activator]	1.2%	9.2%	?	-4.1
O=C(Nc1ccc(F)cc1)N(CCCN1CCOCC1)Cc1cc2cc3c(cc2[nH]c1=O)OCO3
 : -1.6%	-17.7%	?	0.2%	0.8%	-1.2
Cc1c(NC(=O)C(C)OC(=O)c2nc(Cl)ccc2Cl)c(=O)n(-c2ccccc2)n1C (stereo not given)
 : -34.0%	17.3%	5.0%	.	15.4%	49.0

Record cards, as listed above. Order of values: Sm TGR inh	AMA1 RON2 block	AmpC inh detg	FBPA Giardia inh	HCV inhibitor	HCMV inh
CCOC(=O)c1c(N2C(=O)C3CC(C)=C(C)CC3C2=O)sc(C)c1C (stereo not given) reads 1.5%	-5.4%	?	-3.9%	-20.2%	-1.9
CC(C)(C)c1ccc(N2C(=N)SCC2=O)cc1 reads 0.4%	-2.1%	0.4%	-0.9%	-8.2%	-12.8
Cc1cccc(C(=O)NC2CCN(S(=O)(=O)c3cccc(F)c3)CC2)c1 reads .	0.0%	.	.	-23.0%	-60.4*
CC(C)C[C@H]1CN=C(Nc2ccccc2)N1CC(C)C reads -5.2%	13.8%	-8.7%	.	11.9%	-6.6
COc1ccc(NC(=O)NC23CC4(C)CC(C)(CC(C)(C4)C2)C3)cc1 reads 2.6%	9.7%	-0.7%	-0.5%	10.8%	?

Continuation.
Below each compound: Sm TGR inh	AMA1 RON2 block	AmpC inh detg	FBPA Giardia inh	HCV inhibitor	HCMV inh
COc1ccc(Nc2nc(-c3sc(C)nc3C)cs2)cc1
 : -21.0%	-14.6%	?	-2.0%	8.91µM*	?
Cc1ccccc1N1CCN(CCN2C(=O)CC(=C3c4ccccc4-c4ccccc43)C2=O)CC1
 : .	-8.7%	.	.	-28.1%	14.9
COc1ccc(NC(=O)CC2C(=O)N(C)C(=S)N2Cc2cccs2)cc1 (stereo not given)
 : -3.9%	-13.6%	?	4.7%	7.1%	3.0
CCCc1nc2c(c(=O)c3ccccc3n2C)c(=O)n1C1CCCCCC1
 : 1.7%	4.3%[11.6 µM]	-10.6%	0.5%	?	-6.9
CCC(C)NC(=O)c1cn(-c2cccc(OC)c2)c(=O)c2ccccc12 (stereo not given)
 : 9.2%	-1.9%	-4.5%	5.6%	-5.5%	-27.4
CN(C)S(=O)(=O)c1cccc(NC(=O)COC(=O)COc2ccc(Br)cc2)c1
 : -8.6%	-3.7%	-11.8%	-3.4%	12.1%	28.3
COC(=O)c1nc2cc3c(cc2c(C)c1C(=O)OC)OCO3
 : 3.0%	-10.1%	-2.3%	2.0%	-0.4%	-6.7
CCOc1ccc(C2CC(=O)c3c([nH]c(C(=O)OCc4ccccc4)c3C)C2)cc1 (stereo not given)
 : 0.1%	.	-2.5%	.	.	-87.7*
CN(C)CCN(C(=O)/C=C/c1cccs1)c1nc2c(F)cc(F)cc2s1
 : -10.9%	?	-8.5%	2.6%	?	?
CC(C)(C)C(=O)Nc1ccc(NC(=O)C(C)(C)C)cc1
 : 20.1%	0.0%	-4.0%	10.2%	16.6%	-84.2*
CCCCCCn1c(=O)c(C(=O)Nc2cccc(C)n2)c(O)c2ccccc21
 : -27.7%	-10.6%	-14.9%	8.9%	11.3%	.
COc1ccc(NC(=S)Nc2cccc(C)n2)cc1
 : -25.2%	27.4%	7.7%	0.2%	?	?
CCOc1ccccc1N1CCN(C(=O)c2c(CC)noc2C)CC1
 : 6.3%	19.4%	?	.	34.2%[activator]	3.7
O=C(NC1C2CC3CC(C2)CC1C3)C1CCCCC1 (stereo not given)
 : -4.0%	23.5%	-13.5%	8.8%	21.2%	15.0
CC(=O)N(C)C1(c2nnnn2CCOC(=O)Nc2ccc(Cl)cc2)CCCCC1
 : 3.3%	1.1%	-1.4%	-3.0%	-6.1%&15.4%	-13.9
Cc1cc(C(=O)Nc2ccc(Cl)cc2)c2c(C)nn(-c3ccccc3)c2n1
 : 2.9%	.	14.6%	.	.	-9.5
CC1CCCCN1C(=O)CN1CCC(c2nc3ccc(Cl)cc3[nH]2)CC1 (stereo not given)
 : 0.0%	-2.1%	-3.0%	3.1%	-16.4%	19.3
CC1=CCC(C(C)(C)NC(=O)c2ccccc2)C/C1=N\O (stereo not given)
 : .	-2.4%	.	.	0.2%	37.4
Clc1ccc(C2=NNC(=NCc3ccccc3)SC2)cc1
 : -1.3%	69.3%[activator]	-7.4%	-1.4%	-26.3%	-78.8*
COc1cc(OC)c(NC(=O)C2=C(C)C(=O)OC23CCCCCC3)cc1Cl
 : 4.5%	.	10.8%	.	.	0.0
O=C(NCc1ccccc1)c1ccc(C(=O)NCc2ccccc2)cc1
 : .	22.6%	.	.	-1.0%	31.2
COc1ccc(S(=O)(=O)Nc2ccc(F)cc2F)cc1C(=O)N1CCOCC1
 : -8.1%	-9.5%	-10.2%	-5.4%	11.2%	-12.0
CN1C(=O)N(C)C(=O)C(CCc2ccncc2)(CCc2ccncc2)C1=O
 : -7.5%	-13.8%	-2.3%	0.3%	-4.7%	-4.7
Cc1cc(C)cc(NC(=O)CSc2ccccc2)c1
 : 17.2%	0.0%	6.7%	-0.7%	-15.6%	-10.6
CCN(CCCNC(=O)C1CCN(S(=O)(=O)CC)CC1)c1ccccc1
 : -2.8%	-3.5%	-0.5%	-0.5%	-4.7%	-31.1
CSc1ccccc1NC(=O)CN(C)Cc1ccc(Br)cc1
 : -0.8%	7.5%	?	0.4%	?	-23.1
CCSc1nnc(NC(=O)NC(C)(C(F)(F)F)C(F)(F)F)s1
 : -3.5%	29.1%	?	0.3%	-13.8%	-67.2*
CCOC(=O)C1CCN(S(=O)(=O)c2ccc3[nH]c4c(c3c2)CCCC4)CC1
 : 14.3%	-28.1%	-3.7%	-1.4%	-29.5%	2.8
COc1ccc(C(=O)NCc2cc(C)nc3ccccc23)cc1OC
 : -4.0%	20.3%	?	5.7%	?	-13.8
COc1ccc(N(C(=O)c2ccco2)S(=O)(=O)c2cccs2)cc1
 : ?	-17.7%	-4.9%	13.9%	10.0%	-18.6
Cc1ccccc1CC1(CO)CCCN(Cc2c(C)nn(C)c2Cl)C1 (stereo not given)
 : 9.8%	?	-5.3%	-7.3%	-4.7%	?
COC(=O)Cc1cc(=O)n2[nH]c(C)nc2n1
 : -0.3%	4.4%	3.3%	-24.5%	-9.5%	-28.4
Cc1ccc(C(=O)C(C)OC(=O)Cn2cnc3c2c(=O)n(C)c(=O)n3C)cc1 (stereo not given)
 : -2.2%	2.6%	-2.3%	.	4.4%	-8.6
CN1CCN(C(=O)c2ccc3c(c2)NC(=O)C(N2CCOCC2)S3)CC1 (stereo not given)
 : 5.1%	1.4%	2.7%	2.9%	-4.8%	-22.1
c1ccc(CNc2c3ccccc3nc3ccccc23)cc1
 : 4.0%	-2.1%	-3.6%	4.7%	?	-100.3*
COc1ccc(S(=O)(=O)N2CCN(C(=O)c3ccccn3)CC2)cc1
 : -2.9%	1.7%	-18.1%	.	6.2%	-25.2
COC(=O)c1ccc(CN2CCCC(CCC(=O)NCc3ccc(C)o3)C2)cc1 (stereo not given)
 : -27.7%[57.1 µM]	-4.7%	1.6%	-0.4%	-9.9%	35.4
O=C(COc1ccc2c3c(c(=O)oc2c1)CCCC3)NCc1cccnc1
 : 0.6%	27.0%	-0.2%	.	4.5%	?
C=CCNc1ccc(C(=O)O)cc1
 : -9.8%	-4.1%	-15.3%	1.0%	8.5%	32.9
O=C(Nc1ccccc1F)C1(c2ccccc2)CC1(Cl)Cl (stereo not given)
 : 1.9%	6.1%	-4.2%	2.9%	-1.5%	-1.7
CC(=O)c1ccc(OC(=O)CCNC(=O)c2ccccc2)cc1
 : .	-2.9%	.	.	-6.9%	1.6
O=C(Nc1ccccc1N1CCOCC1)c1csc2c1CCCC2
 : -5.4%	-6.1%	4.3%	-5.4%	?	0.0
C=CCNC(=O)c1onc(CSc2nc3ccccc3[nH]2)c1C(=O)NCC=C
 : -2.7%	-7.0%	-2.1%	-22.7%	-11.9%	-16.6
CCOc1ccc(C(=O)COC(C)=O)cc1
 : ?	-2.1%	-3.7%	4.5%	25.8%	19.7
CCc1noc(-c2ccc(N3CCC(C)CC3)c([N+](=O)[O-])c2)n1
 : -10.9%	.	-3.0%	.	.	70.0
